# Assay outcomes: PubChem BioAssay, several laboratories
# LYP act = increases human PTPN22 phosphatase activity; recombinant LYP, DiFMUP fluorescence; 0 = plate median, 100 = signal doubled; activation, % at 2 µM; actives 0.11% (n = 96,000); AID 697;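 active = activation at 2 µM above a set limit, the mean plus 5 SD, cut at about 37% in these data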
# FAK inh = inhibitors of human focal adhesion kinase; biochemical FAK kinase activity assay; actives 0.84% (n = 97,000); AID 727; inhibition, %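 (tested at 7 µM)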; Q05397; in the data active = inhibition above about 19%;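 also: 0% = DMSO and 100% = reference compound high control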
# cytoskel mod = modifiers of cytoskeleton assembly | HUVEC TNFa F-actin phalloidin imaging, high content | inhibition, % at 2 µM | actives 0.18% (n = 91,000) | AID 836;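 active = inhibition above the batch mean plus 3 SD and confirmed as a hit by visual image inspection, cut at about 30% in these data, passing the limit was not always enough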; also: strong numbers were not always called active
# ERa coact inh = blocks coactivator binding to human estrogen receptor alpha | actives 1.7% (n = 86,000) | P03372 | TR-FRET ER-alpha LBD / SRC-1 peptide, estradiol-bound | inhibition, % at 25.6 µM | AID 629; in the data active = inhibition above about 50%;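 also: 0% = receptor plus peptide control and 100% = peptide only without receptor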
# VCAM1 TNFa inh = reduces TNF alpha induced VCAM1 expression in HUVEC. actives 0.48% (n = 95,000). HUVEC TNFa-induced VCAM-1 immunofluorescence, high-content imaging. inhibition, % at 2 µM;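 active = inhibition above the batch mean plus 3 SD, with images confirmed as a hit by eye, cut at about 37% in these data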;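 also: 0% = TNF-stimulated DMSO wells and 100% = unstimulated control wells; not every result past the cut was called active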
# HUVEC tox TNFa = toxic to HUVEC cells under TNF alpha stimulation; HUVEC TNFalpha-stimulated, Hoechst cell count, imaging; cell count reduction, % at 2 µM; actives 0.17% (n = 93,000); AID 848;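 active = cell count reduction exceeding the screen mean by over 5 SD, scaled to untreated wells per plate, cut at about 78% in these data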;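 also: cells counted after 24 h of TNF alpha exposure following the 1 h pretreatment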
# PTPN22 inh 2 = inhibitors of human LYP (PTPN22) phosphatase | inhibition, % at 2 µM | recombinant LYP catalytic domain, DiFMUP fluorescence | actives 0.21% (n = 96,000);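 active = inhibition at 2 µM at or above a set limit, the screen mean plus 3 SD, cut at about 24% in these data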;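 also: 0% = DMSO with enzyme and 100% = enzyme fully blocked by orthovanadate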
# IL1B cytotox = HUVEC cytotoxicity counter-screen, IL-1B stimulated; HUVEC cell count loss, Hoechst imaging; cell count reduction, % at 2 µM; actives 0.41% (n = 94,000); AID 845;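 active = cell count reduction more than 3 SD above the screen-wide mean, cut at about 70% in these data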;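 also: normalized per plate to untreated control cells as the no-loss baseline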
# PTK2B oligo ant = antagonists of human Pyk2 oligomerization; actives 0.83% (n = 99,000); z-score (the deposit names both 25 µM and 10 µM); Q293 cells, Pyk2 FERM NanoBiT luminescence; active compounds read low;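 active = Z-score of -3 or lower, scaled per plate to the spread of control and sample wells; inactive = z-score above -3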;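 also: negative z-score means lost luminescence so less FERM oligomerization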
# Target sequence (Q14289 whole entry, looked up): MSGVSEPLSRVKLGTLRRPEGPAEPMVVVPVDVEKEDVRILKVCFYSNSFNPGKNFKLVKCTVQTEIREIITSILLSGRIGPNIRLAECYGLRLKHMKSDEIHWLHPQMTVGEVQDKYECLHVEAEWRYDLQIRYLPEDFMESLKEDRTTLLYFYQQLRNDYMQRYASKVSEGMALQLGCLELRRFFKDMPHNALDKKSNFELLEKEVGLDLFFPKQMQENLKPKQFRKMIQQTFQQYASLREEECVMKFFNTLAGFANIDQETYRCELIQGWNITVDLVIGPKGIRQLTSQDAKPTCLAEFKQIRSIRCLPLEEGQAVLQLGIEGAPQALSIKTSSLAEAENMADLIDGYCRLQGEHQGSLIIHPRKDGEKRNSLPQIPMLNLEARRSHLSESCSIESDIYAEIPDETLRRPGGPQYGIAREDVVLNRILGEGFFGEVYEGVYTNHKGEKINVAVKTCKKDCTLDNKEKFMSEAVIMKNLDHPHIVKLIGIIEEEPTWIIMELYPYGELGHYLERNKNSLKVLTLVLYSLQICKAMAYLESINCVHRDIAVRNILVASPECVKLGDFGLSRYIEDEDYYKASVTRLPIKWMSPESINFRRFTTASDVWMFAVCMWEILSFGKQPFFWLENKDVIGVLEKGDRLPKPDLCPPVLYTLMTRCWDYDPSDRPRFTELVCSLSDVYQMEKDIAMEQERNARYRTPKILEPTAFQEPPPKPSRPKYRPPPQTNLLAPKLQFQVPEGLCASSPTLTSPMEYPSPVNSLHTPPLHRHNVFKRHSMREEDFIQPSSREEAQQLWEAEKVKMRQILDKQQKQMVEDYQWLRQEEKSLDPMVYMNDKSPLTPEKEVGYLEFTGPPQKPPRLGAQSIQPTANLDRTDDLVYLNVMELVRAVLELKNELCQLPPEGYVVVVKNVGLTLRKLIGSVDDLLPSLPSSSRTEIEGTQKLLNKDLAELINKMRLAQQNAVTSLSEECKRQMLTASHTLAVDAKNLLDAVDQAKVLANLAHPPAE
# * marks the source's active call; other numbers are inactive results; x = no result given; [ ] = remark or other dose. Rows were taken by chance (roughly 3.8% active in at least one column).
SMILES	LYP act	FAK inh	cytoskel mod	ERa coact inh	VCAM1 TNFa inh	HUVEC tox TNFa	PTPN22 inh 2	IL1B cytotox	PTK2B oligo ant
OCCN1CCN(C(=S)c2ccc(Br)cc2)CC1	4	1	32	x	-5	-20	0	5	-0.52
CCOC(=O)CSc1cccc2cccnc12	6	2	2	-10	7	22	-2	-23	-0.8
CC1=CCC(COC(=O)Nc2ccccc2)CC1 (configuration not stated)	-2	7	6	-4	-14	-20	1	9	1.3
CC(=O)Nc1ccc(S(=O)(=O)N2CCN(C)CC2)cc1	4	-1	7	-3	0	-31	-2	-16	0.67
COC(=O)c1ccc(NC(=O)C23CCC(C)(C(=O)O2)C3(C)C)cc1 (configuration not stated)	1	6	15	4[fluorescence artefact?]	15	-19	3	5	-0.06
C/C=C/C(=O)Nc1nnc(C(C)C)s1	19	0	-1	-20	10	-23	-19	7	0.39
O=c1[nH][nH]c(C(F)(F)F)c1C=Nc1cccc(Cl)c1	-2	4	13	x	14	1	6	33	-0.61
Cc1nc(SCC(=O)Nc2cccc(Cl)c2)n[nH]1	-5	0	33	9	3	-24	3	-14	-0.89
Cn1c(=O)c2c(-c3ccccc3)n(-n3cnnc3)cc2n(C)c1=O	2	3	-8	-4	1	15	-3	20	-0.52
CC(O)c1c(OCc2ccccc2)ncnc1OCc1ccccc1 (configuration not stated)	17	-8	-1	x	4	-24	-12	-19	0.74
Cc1cc(NC(=O)Cn2nc(C(F)(F)F)c3c2CCC3)no1	2	2	4	-10	-16	-14	-2	2	-0.31
CC(C)CC(C(=O)Nc1ccc2c(c1)OCCO2)N1C(=O)c2ccccc2C1=O (configuration not stated)	-1	1	8	-1	-21	-39	2	-27	-0.97

# Part of the list above, showing only PTK2B oligo ant, VCAM1 TNFa inh and IL1B cytotox.
molecule,PTK2B oligo ant,VCAM1 TNFa inh,IL1B cytotox
CC(=O)Nc1ccc(S(=O)(=O)N2CCN(C)CC2)cc1,0.67,0,-16
Cn1c(=O)c2c(-c3ccccc3)n(-n3cnnc3)cc2n(C)c1=O,-0.52,1,20

# (further entries)
SMILES	LYP act	FAK inh	cytoskel mod	ERa coact inh	VCAM1 TNFa inh	HUVEC tox TNFa	PTPN22 inh 2	IL1B cytotox	PTK2B oligo ant
CCn1c(SCC(=O)N2CCCC2)nnc1-c1ccc(N)cc1	-2	-1	-4	-19	5	-32	1	1	0.73
CCOc1ccc(CNC(=O)NS(=O)(=O)c2ccc(OC)cc2)cc1	-5	-3	3	9	6	-38	2	-29	0.19
CCn1c(C)c(C(C)=O)c(NCc2ccccc2)nc1=S	0	3	-4	1[fluorescence artefact?]	41	11	-1	-6	-0.81
Cc1cc(C)nc(SCc2nnc(SCC(=O)N3CCCc4ccccc43)n2C)n1	-12	-10	-4	-18	-15	-30	14	-37	1.4
COC(=O)c1ccccc1N(C)C(=O)C12CCC(C)(C(=O)O1)C2(C)C (configuration not stated)	-2	-1	17	-4	11	-15	0	-6	-0.03
Cc1ccc2nc(SCC(=O)N3CCCC3)[nH]c2c1	4	-3	-26	9	-11	-16	-5	2	0.26
O=C(NNS(=O)(=O)c1ccc(F)cc1F)C1Cc2c(ccc3ccccc23)O1 (configuration not stated)	4	0	-5	x	8	-4	-2	-21	-0.05
COc1ccc(-c2[nH]ncc2-c2ccc(Cl)cc2)c(O)c1	3	1	-29	11	33	-10	-6	-3	-0.46
O/N=C/c1ccccc1OCc1ccccc1Cl	-4	3	18	x	-2	-8	7	-8	-1.2
COc1ccccc1NC(=O)c1sc2nc(Cc3ccccc3)cc(C(F)(F)F)c2c1N	-14	3	-8	x	6	6	14	23	0.66
O=C(NCCCN1CCOCC1)c1ccc(Cl)c(S(=O)(=O)N2CCCCCC2)c1	4	-1	16	x	-9	-21	-7	-10	1.9
O=C(Nc1ccc2c(c1)OCO2)C1Cc2ccccc2CN1S(=O)(=O)c1cccs1 (configuration not stated)	1	11	8	79*[fluorescence artefact?]	-16	-1	-2	19	-0.73
COc1ccc(C(=O)n2nc(C)c(Br)c2C)cc1	13	1	-46	6[fluorescence artefact?]	-3	-4	-9	-8	1.2
CCc1cccc(C)c1NC(=O)C(c1ccc(O)cc1)N1CCC1=O (configuration not stated)	-14	0	4	x	7	1	16	15	-0.81
CC(C)NCC(O)COCc1ccc(Cl)cc1 (configuration not stated)	6	6	-61	0	-9	27	-8	2	0.61
Cc1nc(-c2ccc(O)c(O)c2)cs1	-9	2	-8	23	16	-21	9	x	-0.22
Cc1ccccc1Sc1ncnc2onc(C)c12	1	-1	-4	-6	-8	-5	0	-1	0.68
CC1(c2ccccc2)CC(c2ccccc2)=Nc2nonc2N1 (configuration not stated)	-1	1	-9	5[fluorescence artefact?]	-6	-8	-1	-10	-1.1
FC(F)Sc1ccc(NC(=S)NC2CCC(NC(=S)Nc3ccc(SC(F)F)cc3)CC2)cc1 (configuration not stated)	-8	2	12	x	-38	-6	10	9	1.3
O=C(Nc1c(F)cc(F)cc1Br)c1cc(-c2ccc(O)cc2)on1	1	1	-6	-11	16	-41	-1	-95	x
Cc1cc(C)n(-c2nc3c(c(=O)n(C)c(=O)n3C)n2CC(O)COc2ccccc2C)n1 (configuration not stated)	5	1	-4	-2	1	10	-6	-3	x
Cc1csc(N(C(=O)c2cccc(S(=O)(=O)N(C)C)c2)c2ccccc2)n1	1	-2	3	-13	-4	-21	-3	-11	-0.13
Cc1nn(CCC(=O)NNC(=S)NCC(C)C)c(C)c1Br	1	0	18	x	9	-11	2	-14	1.6
COc1cc(NC(=O)C2CC(c3cccc(OC)c3OC)=NO2)cc(OC)c1OC (configuration not stated)	28	-2	2	1	4	-33	-32	-24	1.1
Clc1ccc(NCn2cncn2)nc1	2	4	-23	-9	-6	4	-2	33	0.73
CCOC(=O)c1cnc(SC)nc1Nc1cccc2ccccc12	5	2	7	-8	-11	-1	-4	10	-0.65
CCOc1ccc(OCc2ccc(C(=O)NCc3ccncc3)o2)cc1	4	-6	13	-11	-2	-10	-9	-1	0.65
O=C(Nc1ccc(Cl)cc1)OCc1cncs1	0	3	x	0	26	5	2	6	0.92
CC(C)(C)C(=O)COC(=O)CNC(=O)c1ccc(Oc2ccccc2)cc1	2	1	-8	0	1	-18	0	-33	0.15
Cc1cc(C(=O)CSc2nnnn2C)c(C)n1-c1ccc2c(c1)OCCO2	-4	10	-7	8[fluorescence artefact?]	10	-11	2	10	0.32
CCOC(=O)c1ccc(COC(=O)c2nonc2N)cc1	-5	-2	-35	-19	-16	-25	2	-15	0.75
CCOc1ccc(CN(C)CC(=O)c2c(N)n(Cc3ccccc3)c(=O)n(CC)c2=O)cc1OC	5	0	0	1	-1	-18	-6	-144	-0.07
Cc1c(NC(=O)CC2CC(C)OC2=O)c(=O)n(-c2ccccc2)n1C (configuration not stated)	7	2	-7	-4	-2	5	-9	-72	-0.25
CCC(C)(C)NC(=O)C(c1cccn1C)N(Cc1ccc(OC)cc1)C(=O)Cn1nnc2ccccc21 (configuration not stated)	-2	-1	0	6[fluorescence artefact?]	3	-14	2	-31	1
COC(=O)c1ccc(C(=O)OC)c(NC2=NS(=O)(=O)c3ccccc32)c1	-8	-2	11	-12[fluorescence artefact?]	-15	-20	2	-38	-1.2
Cc1ccc(S(=O)(=O)NCC(=O)N2CCN(c3ccccn3)CC2)cc1	2	-1	-3	-11	8	-9	-2	-16	0.16
Cc1ccc(OCC(=O)Nc2cccc(O)c2)cc1C	5	3	-9	-1	10	-1	-6	-29	1
Cn1cc(SCC(=O)N2CCCc3ccccc32)c2ccccc21	-6	4	4	-4	4	-20	3	2	x
CCNc1nc(NCC)nc(SCCOC(=O)COc2ccc(Cl)cc2Cl)n1	-5	1	12	-1	-6	-29	7	-15	0.63
COc1ccc2cc(-c3csc(-c4cccnc4)n3)ccc2c1	9	5	-8	x	-18	-16	-7	-6	-0.61
CC(=O)c1cccc(NC(=O)Cn2cc3c(n2)CCCC3)c1	0	-4	-9	4[fluorescence artefact?]	-4	8	-1	-3	x
CCn1ncc(/C=N\NC(=O)c2csc3ccccc23)c1C	3	1	22	x	6	6	-1	-26	0.7
O=C1Nc2ccccc2OC1CC(=O)N1CCN(c2cccc(C(F)(F)F)c2)CC1 (configuration not stated)	-5	-1	-15	4	-24	6	5	23	0.69
CCCCC(=O)Nc1ccc2c(c1)C(=O)NC2=O	-4	8	9	-7	2	-12	2	9	x
c1ccc(-c2nnc(CSc3nnc(-c4cccs4)o3)o2)cc1	5	6	x	14	x	x	-6	24	-0.1
O=S(=O)(Nc1ccc(-c2csc(-c3ccccc3)n2)cc1)c1ccc(F)cc1	-1	-7	4	x	11	-22	7	-8	-0.21
COc1cc2c(cc1OC)C(c1ccc3c(c1)OCO3)C1=C(CC(C)(C)CC1=O)N2 (configuration not stated)	6	2	-3	10	-2	-35	-8	8	-0.82
COc1ccccc1OCCSc1nc(N)cc(N)n1	-4	-11	4	-10	-23	-41	1	-21	1.2
CC1CCCC(C(=O)O)N1C(=O)CCSC(=O)c1ccccc1 (configuration not stated)	2	-1	7	1[fluorescence artefact?]	x	x	-3	22	-0.01
O=C(CN1CCC(C(O)(c2ccccc2)c2ccccc2)CC1)Nc1cc(Cl)ccc1Cl	-4	7	2	x	-5	5	6	39	0.17
Cc1ccc2cc(CN(CC3CCCO3)S(=O)(=O)c3ccccc3)c3nnnn3c2c1 (configuration not stated)	6	3	-1	20	5	-38	-6	-29	-2.3
Cc1cc(OC(=O)c2ccc(Cl)cc2)cc(=O)n1C	-1	-1	2	x	11	0	4	-25	0
O=C(O)CCC(NC(=O)OCc1ccccc1)C(=O)O (configuration not stated)	4	1	-8	-6	-4	-7	-5	-12	0.31
Cc1[nH]c(C)c2c(=O)n(-c3ccccc3)ncc12	7	2	-1	-2	-3	15	-10	8	x
O=C(COC(=O)CNC(=O)C1CCCCC1)Nc1ccc(Cl)cn1	-10	2	x	-4	x	x	8	x	0.34
O=C(Nc1ccc(Cl)cc1)c1cccs1	2	1	8	-11	-18	-5	-2	-78	-0.21
COc1cc(-c2cccs2)cc(=O)c2c(C)oc(C)c12	-2	12	27	13[fluorescence artefact?]	-37	-55	0	-22	0.17
COCc1cc(C)nc(SCC(=O)Nc2cccc(C)c2)c1C#N	5	-26	-14	x	39	0	-10	-11	0.06
CC(=O)c1ccc(OC(=O)C(CCS(C)(=O)=O)N2C(=O)c3ccccc3C2=O)cc1 (configuration not stated)	2	0	-8	2	-3	-13	0	10	0.68
O=[N+]([O-])c1ccc(N2CCCCCC2)c(S(=O)(=O)N2CCCCC2)c1	-13	2	-5	x	29	25	17	18	-2.6

# The results go on:
SMILES	LYP act	FAK inh	cytoskel mod	ERa coact inh	VCAM1 TNFa inh	HUVEC tox TNFa	PTPN22 inh 2	IL1B cytotox	PTK2B oligo ant
CCn1c(SCC(=O)NCc2ccco2)nnc1C(C)C	-4	0	0	-15[fluorescence artefact?]	5	-1	4	4	0.38
CCOC(=O)C1=C(N)n2c(s/c(=C/c3ccccc3)c2=O)=C(C(=O)OCC)C1c1ccccc1 (configuration not stated)	-5	6	8	-5	-1	-5	5	1	x
COc1ccc(-n2nnnc2SCc2nc(N)nc(N3CCOCC3)n2)cc1	0	-3	10	0	3	-16	-2	x	-0.02
Cc1ccccc1OCc1nnc(SCC(=O)NCc2ccccc2)n1C	-7	3	-20	9	0	-2	10	6	-0.22
CCN1CCN(CCCNC(=O)C2c3ccccc3C(=O)N(C)C2c2ccc(OC)cc2)CC1 (configuration not stated)	14	1	8	-2	-14	-10	-15	-2	6.4

# Quoted from the listing.
# CCn1c(SCC(=O)NCc2ccco2)nnc1C(C)C | PTK2B oligo ant: 0.38
# COc1ccc(-n2nnnc2SCc2nc(N)nc(N3CCOCC3)n2)cc1 | ERa coact inh: 0
# Cc1ccccc1OCc1nnc(SCC(=O)NCc2ccccc2)n1C | IL1B cytotox: 6
